Screening results: PubChem BioAssay, several laboratories
NCOA3 inh: inhibits human SRC3 coactivator; HEK293 GAL4-SRC3 luciferase reporter, luminescence; inhibition, % at 3.6 µM; 360,000 tested, 0.17% active; AID 588352;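 active = inhibition above a per-campaign cutoff, the mean of all compounds plus 3 SD, cut at about 60% in these data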;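 also: 0% = DMSO-treated cells and 100% = gossypol-treated cells at 36 µM; higher means less SRC3-driven luciferase light from the GAL4 reporter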
NCOA1 inh: human NCOA1 inhibition | HEK293 GAL4-SRC1 luciferase reporter, luminescence | inhibition, % at 3.6 µM | 360,000 tested, 0.12% active | AID 588354 | Q15788;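 active = inhibition above the campaign mean plus 3 SD, with each screening campaign given its own cutoff, cut at about 60% in these data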;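 also: 0% = DMSO treated cells and 100% = gossypol at 36 µM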
Exocytosis inh: lytic granule exocytosis inhibition; TALL-104 LAMP-1 surface exposure, flow cytometry; cells stimulated with thapsigargin and PMA; inhibition, % at 10 µM; 360,000 tested, 0.66% active; AID 651702;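 active = inhibition above about 55%, limit read from the data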
NR5A2 inv ag: inverse agonists of human LRH-1 (NR5A2); HEK293T StAR-luciferase reporter, LRH-1 transfected, 24 h; 360,000 tested, 0.13% active; inhibition, % at 3.6 µM;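 active = inhibition above the mean inhibition of all tested compounds plus 3 SD, cut at about 73% in these data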;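 also: 0% = DMSO wells and 100% = reporter-only cells lacking LRH-1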
TWEAK Fn14 block: TWEAK-Fn14 signaling inhibition; inhibition, % at 10 µM; 360,000 tested, 2% active; TWEAK-stimulated Fn14 reporter cells, luciferase luminescence, 8 h; AID 1159606; in the data active = inhibition above about 50%
SRC2 inh: inhibits human steroid receptor coactivator 2; Q15596; HEK293 GAL4-SRC2 luciferase reporter, luminescence; inhibition, % at 9 µM; 370,000 tested, 0.17% active;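 active = inhibition above the mean inhibition of all tested compounds plus 3 SD, set per campaign, cut at about 52% in these data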;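 also: 0% = DMSO treated cells and 100% = cells given Gossypol at 36 µM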
NR2F2 inh: inhibitors of human COUP-TFII (NR2F2); P24468; HEK293T NGFI-A luciferase reporter, luminescence; inhibition, % at 8.6 µM; 370,000 tested, 0.7% active;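 active = inhibition above a per-plate cutoff, mean inhibition of test wells between control levels plus 3 SD, cut at about 38% in these data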;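 also: cells cotransfected with COUP-TFII expression vector driving the NGFI-A reporter; 0% = median of COUP-TF2 test wells and 100% = reporter-only cells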
TLR9-MyD88 block: inhibitors of human TLR9-MyD88 binding; Q9NR96+Q99836; CHO BLA complementation TLR9-MyD88, CCF4 FRET ratio; inhibition, % at 4.98 µM; 340,000 tested, 0.21% active; AID 504734;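 active = inhibition above the mean over all tested compounds plus 3 SD, cut at about 21% in these data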;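 also: 0% = DMSO only wells and 100% = clavulanate BLA inhibitor control wells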
TROY NFkB inh: inhibitors of TROY-dependent NF-kB signaling | inhibition, % at 10 µM | Q293 LMP1-TROYcd NF-kB luciferase reporter, 4 h | 360,000 tested, 0.98% active;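 active = compounds whose plate-normalised and pattern-corrected inhibition of the luciferase reporter signal at the single screening dose is 50% or more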
NOD2 RIPK2 PPI: blocks binding of human NOD2 to RIPK2. O43353. CHO BLA complementation NOD2-RIPK2, CCF4 ratio. inhibition, % at 4.98 µM. 360,000 tested, 0.38% active; in the data active = inhibition above about 21%;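 also: 0% = vehicle only and 100% = reference blocker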
ABHD5-PLIN5 inh: blocks binding of human ABHD5 to perilipin-5. Q00G26+Q8WTS1. Split G. princeps luciferase complementation, luminescence, 4 h. inhibition, % at 4 µM. 360,000 tested, 0.78% active;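 active = inhibition above the mean inhibition across every tested compound plus 3 SD, cut at about 22% in these data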;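 also: 0% = DMSO only wells and the 100% control is not disclosed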
Numbers without * were called inactive; . = no result given. Only part of the results is shown; the hit share may differ from the screen's.

SMILES	NCOA3 inh	NCOA1 inh	Exocytosis inh	NR5A2 inv ag	TWEAK Fn14 block	SRC2 inh	NR2F2 inh	TLR9-MyD88 block	TROY NFkB inh	NOD2 RIPK2 PPI	ABHD5-PLIN5 inh
Nc1cc(Nc2ccccc2)c2nonc2c1[N+](=O)[O-]	10	2	-11	7	40	-5	-25	6	-14	7	3
CCNC(=S)N(CCc1c(C)[nH]c2ccc(Cl)cc12)Cc1cccnc1	-5	1	20	0	-6	-4	7	11	-4	5	11
Cc1ccc(N2C(=O)c3ccccc3C2=O)cc1C	-34	-61	-3	-25	1	-19	13	-4	-21	3	-2
Cc1ccc(/C=C/C(=O)Nc2cccc3cccnc23)o1	14	4	-6	15	8	-30	-8	0	20	8	8
COc1cc(F)c(C(=O)NC(C)(C)CO)cc1OC	1	-4	11	-24	-1	17	-10	4	-3	-2	0
CC(C)n1c(N2CCN(C(=O)NCc3ccccc3)CC2)nc2ccccc21	4	11	4	-15	13	-18	5	-2	0	0	-6
C=C(C)CNC(=O)c1ccc(OC2CCN(S(=O)(=O)N(C)C)CC2)cc1	2	-36	-1	-21	-39	12	-4	-3	-33	0	-9
CSc1ncccc1C(=O)Nc1ccc2c(c1)OCO2	8	0	-2	4	1	14	-5	4	-14	3	-4
COc1ccc(S(=O)(=O)NCC2CCCN(C(=O)c3cccnc3C)C2)cc1 (stereo not given)	20	9	1	-20	3	-43	7	-6	-2	-2	12
O=C1COc2ccc3ccccc3c21	22	3	4	11	9	-2	-2	3	48	5	-4
Cc1ccc(NC(=O)C2(c3ccccc3)CCOCC2)cc1	17	7	2	-8	4	-12	7	2	14	5	-3
C=CCn1c(C)nnc1SCC(=O)NC1CCCCC1	5	9	8	-1	16	-3	17	-3	16	-3	3
COc1ccc(CCNC(=O)COc2ccc(S(=O)(=O)NC3CCCCC3)cc2Cl)cc1OC	21	11	11	0	11	12	10	-4	19	-4	-3
O=C(c1ccco1)N1CCN(S(=O)(=O)c2ccc(S(=O)(=O)NC3CCCC3)cc2)CC1	3	-14	-6	-7	-2	0	6	3	-28	10	2
CCOc1cc(C2C(C#N)=C(N)Oc3n[nH]c(-c4ccccc4)c32)ccc1O (stereo not given)	-15	-1	0	7	-9	-20	23	1	18	1	0
CC(C)=Cc1oc2ccc([N+](=O)[O-])cc2c1N1CCOCC1	31	9	-19	10	-15	8	-10	1	13	3	-3
CC(=O)N(C)c1nc(N)n(-c2ccccc2)n1	8	-3	7	0	23	3	-3	-7	16	5	-8
CN(C(=O)COC(=O)c1ccc([N+](=O)[O-])cc1Cl)C1CCCCC1	0	-1	0	-3	-8	-26	10	-6	-12	-14	1
O=C(OCc1c(-c2ccccc2)ncc2ccccc12)c1ccccc1C(F)(F)F	-14	2	45	-17	-12	-10	-10	-9	-43	0	3
Cc1cccn2c(CNCC(C)Oc3cccnc3)c(C(=O)N3CCOCC3)nc12 (stereo not given)	-5	-16	-5	-2	47	7	-8	1	5	-10	-1

One compound at a time, from the list above. Screens in order: NCOA3 inh | NCOA1 inh | Exocytosis inh | NR5A2 inv ag | TWEAK Fn14 block | SRC2 inh | NR2F2 inh | TLR9-MyD88 block | TROY NFkB inh | NOD2 RIPK2 PPI | ABHD5-PLIN5 inh
Shown for COc1ccc(CCNC(=O)COc2ccc(S(=O)(=O)NC3CCCCC3)cc2Cl)cc1OC = 21 | 11 | 11 | 0 | 11 | 12 | 10 | -4 | 19 | -4 | -3
Shown for CN(C(=O)COC(=O)c1ccc([N+](=O)[O-])cc1Cl)C1CCCCC1 = 0 | -1 | 0 | -3 | -8 | -26 | 10 | -6 | -12 | -14 | 1
Shown for O=C(OCc1c(-c2ccccc2)ncc2ccccc12)c1ccccc1C(F)(F)F = -14 | 2 | 45 | -17 | -12 | -10 | -10 | -9 | -43 | 0 | 3
Shown for O=C(c1ccco1)N1CCN(S(=O)(=O)c2ccc(S(=O)(=O)NC3CCCC3)cc2)CC1 = 3 | -14 | -6 | -7 | -2 | 0 | 6 | 3 | -28 | 10 | 2
Shown for CC(=O)N(C)c1nc(N)n(-c2ccccc2)n1 = 8 | -3 | 7 | 0 | 23 | 3 | -3 | -7 | 16 | 5 | -8

(continued)
SMILES	NCOA3 inh	NCOA1 inh	Exocytosis inh	NR5A2 inv ag	TWEAK Fn14 block	SRC2 inh	NR2F2 inh	TLR9-MyD88 block	TROY NFkB inh	NOD2 RIPK2 PPI	ABHD5-PLIN5 inh
COC(=O)c1c(NC(=O)CN(c2ccc(C)c(C)c2)S(C)(=O)=O)sc2c1CCCC2	6	-11	4	-7	22	4	-24	-12	12	-3	2
O=S(=O)(c1cc(F)ccc1F)N1CCC2(CC1)OCCN2S(=O)(=O)c1ccccc1	15	7	-1	16	0	-3	-28	1	9	-8	4
COc1ccccc1N(CC(=O)NC1CCCCC1)S(=O)(=O)c1ccccc1	8	2	32	8	8	-3	3	3	-13	3	-4
CCOC(=O)C1=C(CS(=O)(=O)c2ccccc2)NC(=O)NC1c1ccccc1 (stereo not given)	-9	-2	4	-11	-6	4	-11	-4	5	-3	-1
CS(=O)(=O)c1ccc(C(=O)NCC(c2ccco2)N2CCCCC2)cc1 (stereo not given)	21	-15	-2	1	-1	-7	-22	7	0	-6	4
CCOC(=O)c1c(C)[nH]c(C(=O)OCC(=O)Nc2sccc2C(N)=O)c1C	31	62*	16	-1	84*	21	52*	-7	64*	-11	-2
CC[C@]12c3[nH]c4ccccc4c3CCN1C(=O)C(CC(=O)NCC13CC4CC(CC(C4)C1)C3)C[C@@H]2C(=O)N1CCN(C(=O)C2CC2)CC1 (stereo not given in full)	6	-17	1	6	7	3	8	-17	8	0	-7
CCCCOC(=O)Nc1ccccc1C(=O)N1CCCC1	5	3	-1	-5	-34	-30	-13	-2	20	1	1
c1cncc(CNc2ncnc3ccc(-c4ccc5c(c4)OCO5)cc23)c1	2	5	-2	-14	4	-2	-21	-4	12	-10	9
O=C(Nc1cccc(Cl)c1)c1nc[nH]c1C(=O)NCCN(CCNC(=O)c1[nH]cnc1C(=O)Nc1cccc(Cl)c1)CCNC(=O)c1[nH]cnc1C(=O)Nc1cccc(Cl)c1	-3	-3	-2	5	9	-15	13	-11	-18	-8	6
CCNS(=O)(=O)c1ccc(NC(=O)Cc2ccc(F)cc2)cc1	9	-5	9	-3	-14	12	-7	6	-23	-7	-12
NS(=O)(=O)c1ccc(CNC(=O)c2cccc(Oc3ccccc3)c2)cc1	-5	-25	-1	3	2	-18	17	-3	0	4	-3
CCOC(=O)N1CCN(c2c(N3CCN(c4ccc(OC)cc4)CC3)c(=O)c2=O)CC1	2	-4	12	-13	6	-22	-11	2	-3	-5	-8
CCOc1ccc(NC(=O)CCC(=O)Oc2ccc(C)cc2)cc1	-16	5	7	-5	-4	-3	1	4	-16	-5	2
COc1ccc(Cn2c(O)c(C=Nc3ccccc3C(=O)O)c3ccccc3c2=O)cc1	18	-4	8	-9	44	-3	-4	-6	52*	-2	-8
COc1cc2c(cc1OC)C(C)N(S(=O)(=O)c1ccc(C)cc1)CC2 (stereo not given)	-7	8	15	-9	-4	-9	-9	1	-18	-8	-3
CC(C)Oc1ccccc1/C=N/NC(=O)c1ccccc1Cl	8	-15	-2	0	-13	-31	-19	-4	-8	-7	-6
Cc1ccc2nsnc2c1NC(=O)c1sc2ccccc2c1Cl	12	-48	4	9	90*	-2	1	-11	86*	-3	-4
CCc1ccc(C(=O)COC(=O)c2cccs2)cc1	-86	-93	-2	-83	3	-81	-46	0	6	-13	4
O=C(O)/C=C/c1ccc2c(c1)OCCO2	-4	-20	-1	4	1	4	12	-2	17	-8	3
CCOC(=O)C1(CCc2ccccc2)CCN(C(=O)C2CCOCC2)CC1	-1	2	0	-10	-18	25	3	-4	1	4	-12
CC(=O)NC(CC(=O)O)c1ccc([N+](=O)[O-])cc1 (stereo not given)	10	-24	3	-23	-6	-46	-1	-1	9	1	-2
CCOc1ccc(/C=N/NC(=O)c2ccc(F)cc2)cc1CN1CC2CC(C1)c1cccc(=O)n1C2 (stereo not given)	-3	-14	0	-8	13	-16	0	-7	-2	4	3
Cc1nn(-c2ccccc2)nc1CNC(=O)c1ncoc1-c1ccccc1	6	20	1	5	-3	8	-11	-1	28	-6	3
CC[C@@]12C(=O)N(c3cccc(Cl)c3)C(=O)N1[C@H](c1cccc(C)c1)[C@@H]1C(=O)N(Cc3ccccc3)C(=O)[C@@H]12	-1	10	6	8	26	-1	-6	-1	0	-11	1
O=C(/C=C/Nc1ccc(F)c(F)c1)c1ccc(Br)cc1	-98	-101	-11	-91	-21	-69	-40	5	-47	3	-6
CC1(NC(=O)CCc2ccccc2)CCN(CCCc2ccccc2)C1=O (stereo not given)	10	6	6	11	5	-8	10	-2	-11	8	0
Fc1cccc(Cl)c1CSc1ccc(-c2cccnc2)nn1	-36	-28	0	-61	-15	-44	-14	-5	-37	8	-3
O=C(Nc1nnc(S(=O)(=O)N2CCCC2)s1)c1ccccc1Cl	-7	-18	13	0	5	0	-1	-3	-21	2	-2
COc1ccc(Cl)cc1NC(=S)N1CCCCCC1	12	-3	-3	-1	1	-29	0	-3	-3	0	-1
OC(CN1CCCCC1)Cn1c2ccccc2c2cc(Br)ccc21 (stereo not given)	1	-13	24	14	-15	-29	-8	0	-22	2	7
COc1cc2c(cc1OC)CN(C(=O)c1ccc(S(=O)(=O)N3CCCCCC3)cc1)CC2	-3	7	-2	8	5	-10	-4	-11	-3	0	3
COc1ccc(Cl)cc1NC(=S)NC(=O)c1ccco1	-22	-13	-5	20	-6	-6	0	-6	-27	2	0
COc1cc2c(cc1OC)C1(CCCC1)CNC2C (stereo not given)	10	3	6	-4	8	11	10	3	22	-5	-3
Oc1ccccc1C(=S)N1CCN(C(=S)c2ccccc2O)CC1	-13	1	3	22	16	28	2	-10	2	8	5
CSc1ccccc1C(=O)Nc1ccc2c(c1)OCCO2	-22	-36	-1	-34	-34	-21	-6	-12	-40	-3	-1
CCn1c(SCC(=O)O)nc2ccccc21	-2	-14	0	-32	-3	18	-11	4	-15	-6	4
COc1ccc(C(=O)NC(=S)NNC(=O)c2cccnc2)cc1	-7	-2	-6	-6	-4	4	-9	-5	31	-12	5
O=C1Nc2ccccc2C1=Nc1ccc(F)cc1	19	-36	-8	13	0	.	.	8	-6	9	-4
Oc1ccccc1Nc1nc(NCc2ccccc2)c2ccccc2n1	22	8	68*	-11	34	23	2	8	41	10	5
COc1ccccc1/C=C/C(=O)OC(C)CN1CCOCC1 (stereo not given)	16	-10	1	-19	-13	-9	6	3	-4	1	0
O=C(CC(=O)c1cccnc1)c1ccccc1	-28	-7	-2	-33	-17	-3	-24	-10	-52	-63	-24
COC(=O)Cc1cc(=O)n2[nH]c(C)cc2n1	-1	-22	-2	10	4	-16	4	-5	12	-2	4
COC(=O)N1C(=O)[C@@](c2ccccc2)(C2CCCC2)N1C(=O)OC	-16	-8	4	8	71*	.	.	3	42	-2	-2
O=C(Cn1nc(-c2ccc(Cl)cc2)ccc1=O)NCCN1CCOCC1	-19	2	0	11	-8	8	3	-6	-14	-16	2
CCN(CC)CCNC(=O)c1cc(-c2cccnc2)nc2ccc(S(=O)(=O)N3CCC(C)CC3)cc12	-11	7	16	-7	14	0	6	2	23	4	2
